# Compound activity (PubChem)
# DENV2 CPE rescue: inhibitors of DENV2 cytopathic effect, primary screen, cell-based, plate reader, single concentration; actives 1.7% (n = 350,000); AID 651640, 2012; DENV2-infected cells, cytopathic effect rescue; CPE inhibition, % at 9.99 µM; in the data active means CPE inhibition above about 20%, passing the limit was not always enough; inconclusive means no clear call, values can overlap the other calls; tested in BHK-21 cells;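 further: 0% = median of neutral control wells and 100% = median of positive control wells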
# LGR2 antag: inhibitors of bursicon-induced LGR2 CRE-luciferase signal, primary screen, cell-based, HEK293, CRE-luciferase reporter, bursicon stimulation; inhibition, % at 9.99 µM; bursicon-stimulated, 4 h; actives 0.35% (n = 380,000);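 active means drop in luminescence signal, shown as inhibition above about 50% in the replicate tests, limit read from the data, passing the limit was not always enough; inconclusive means probably only some replicates passing the limit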;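 further: agonist challenge used bursicon conditioned medium at about half maximal strength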
# ARNT TACC3 PPI: disruptors of ARNT/TACC3 protein interaction, primary screen, biochemical, AlphaScreen, single concentration. Transforming acidic coiled-coil-containing protein 3 (Homo sapiens), Q9Y6A5. AlphaScreen His-ARNT PAS-B/GST-TACC3 binding, luminescence; TACC3 fragment carries E629A point mutation. inhibition, % at 9.99 µM. actives 0.66% (n = 390,000). AID 623870, 2012;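 active means mean inhibition of replicates at least 50% and at least half of replicates each reaching 50%; inconclusive means half or more replicates reach 50% but mean below 50%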;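 further: 0% = complete ARNT plus TACC3 wells and 100% = ARNT alone without TACC3; many hits fall short of the cut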
# EWS-Fli block: EWS/Fli-driven NR0B1 reporter inhibitors, primary screen, A673 cells, NR0B1 luciferase, luminescence, MLPCN library. viability-normalised. inhibition, % at 12.6 µM. actives 0.67% (n = 350,000);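 active means mean inhibition of at least 50% after viability correction, with every replicate also passing that limit; inconclusive means mean reaches 50% but only one of two replicates passes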;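 further: firefly luciferase signal divided by Alamar Blue viability fluorescence both relative to DMSO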
# CASP6 VEID inh: human caspase-6 inhibitors, primary screen, biochemical, VEID-R110 fluorescence, single point, set 2; P55212; purified caspase-6, Z-VEID-R110 cleavage fluorescence; inhibition, % at 12.5 µM; actives 0.53% (n = 350,000); AID 686996, 2013;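 active means mean inhibition across replicates at least about 35%, with every replicate also reaching that limit, limit read from the data; inconclusive means only one of the two criteria met; inactive means neither criterion met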;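 further: 0% = median of neutral control wells and 100% = no fluorescence left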
# Target sequence (P55212 24-179 limits assumed): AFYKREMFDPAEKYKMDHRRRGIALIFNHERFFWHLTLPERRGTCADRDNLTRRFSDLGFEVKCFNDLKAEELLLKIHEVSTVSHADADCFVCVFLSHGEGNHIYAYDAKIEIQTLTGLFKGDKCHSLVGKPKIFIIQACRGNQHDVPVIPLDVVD
# Target sequence (P55212 194-293 limits assumed): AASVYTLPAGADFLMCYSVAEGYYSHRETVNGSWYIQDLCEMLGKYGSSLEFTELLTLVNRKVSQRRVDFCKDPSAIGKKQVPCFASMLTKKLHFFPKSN
# PAX8 inh HTS: inhibitors of PAX8-driven TPO luciferase reporter, primary screen, RMG-I cells, single concentration; SteadyGlo, 24 h; inhibition, % at 12.6 µM; actives 1.2% (n = 360,000);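 active means mean replicate inhibition at least 60% with every replicate also reaching 60%; inconclusive means only one of the two criteria is met; inactive means mean below 60% and not all replicates reaching 60%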;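 further: luciferase light reporting Pax8 driven TPO promoter activity; plate controls were median of neutral control wells for no effect and mitoxantrone controls for full effect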
# SIRT5 block: SIRT5 desuccinylase inhibitors, primary screen, biochemical, fluorescence imaging, single point, set 5. Purified SirT5, succinyl-peptide AMC, trypsin-coupled fluorescence. NAD-dependent protein deacylase sirtuin-5, mitochondrial (Homo sapiens), Q9NXA8. inhibition, % at 15 µM. actives 1.1% (n = 330,000); in the data active means inhibition above about 15%; inconclusive means no clear call, values can overlap the other calls
# Target sequence (Q9NXA8 whole entry, looked up): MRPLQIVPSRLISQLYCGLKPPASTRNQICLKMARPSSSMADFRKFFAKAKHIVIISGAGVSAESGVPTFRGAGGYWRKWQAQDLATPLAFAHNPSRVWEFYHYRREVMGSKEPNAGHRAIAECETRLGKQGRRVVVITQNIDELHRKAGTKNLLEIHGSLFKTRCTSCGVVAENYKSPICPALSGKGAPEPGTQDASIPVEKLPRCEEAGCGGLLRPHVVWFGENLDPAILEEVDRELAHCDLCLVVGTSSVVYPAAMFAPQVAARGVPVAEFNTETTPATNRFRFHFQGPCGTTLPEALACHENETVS
# * marks the source's active call; other numbers are inactive results; u = inconclusive; x = not tested or not shown; & = joins results of further samples. Compounds were not picked by outcome; overall some 4.9% were active at least once.
SMILES,DENV2 CPE rescue,LGR2 antag,ARNT TACC3 PPI,EWS-Fli block,CASP6 VEID inh,PAX8 inh HTS,SIRT5 block
CCOc1ccc(CCN2C(=O)C(=O)N([C@@H](CC(C)C)CN3CCC[C@@H]3CN3C(=O)C(=O)NC[C@@H]3Cc3ccccc3)C[C@@H]2CC(C)C)cc1,14,24,3,16,9,26,2
CCN1CC(=O)N2[C@H](CO)[C@@H](c3ccc(Br)cc3)[C@H]2C1,-4,14,x,6,3,x,-2
CCOC(=O)C1(C)CCN1C(=O)Cc1ccc(OC)cc1 (centres undefined),u,-7,x,-7,-3,1,-2
O=C(NC1CCCCCC1)C1CCN(S(=O)(=O)N2CCC3(CC2)OCCO3)CC1,0,-9,10,0,1,x,-1
CCCCC(=O)N(CCC)CCC,u,9,24,-3,1,-2,-1
C[C@@H]1CCCCO[C@@H](CN(C)S(=O)(=O)c2ccccc2)[C@@H](C)CN([C@H](C)CO)C(=O)c2cc(NS(=O)(=O)c3cn(C)cn3)ccc2O1,-1,-4,-4,-2,-3,6,-1
COc1ccccc1C1CCN(C(=O)c2cccc([N+](=O)[O-])c2)CC1,3,16,4,7,3,25,-5
COC(=O)c1ccccc1NC(=O)C1CCCO1 (centres undefined),x,-17,-11,x,x,3,x
Cc1cc(NC(=O)c2cccnc2)ccc1Br,0,-32,0,-97,0,-23,0
O=C(C[C@H]1CC[C@H]2[C@@H](COC[C@@H](O)CN2C(=O)Nc2ccc(Cl)c(Cl)c2)O1)NCc1ccc(F)cc1,17,-11,-9,-10,0,-13,0
C=CCNC(=S)N(C)[C@H]1C[C@H]2c3[nH]c4c(-c5ccccc5)cccc4c3CCN2C(=O)[C@H]1[C@H](C)O,2,10,x,-2,-5,-4,12
COc1ccccc1S(=O)(=O)N[C@H]1CC[C@@H](CC(=O)N2CCN(C)CC2)O[C@@H]1CO,9,-8,-14,1,-1,2,1
C[C@H]1CN([C@@H](C)CO)C(=O)Cc2cc(NC(=O)Nc3ccc4c(c3)OCO4)ccc2O[C@@H]1CN(C)Cc1ccc(C(=O)O)cc1,x,25,0,5,6,2,-1
COc1ccc(CN(C)C[C@H]2Oc3ccc(NC(=O)CCC(F)(F)F)cc3CC(=O)N([C@H](C)CO)C[C@@H]2C)cc1,5,8,-2,-1,11,9,1
COc1cc(OC)cc(-c2cc3nc(C)c(CCC(=O)O)c(=O)n3[nH]2)c1,0,-6,36,1,0,-8,-5
CC(C)C#Cc1ccc([C@H]2[C@H](CO)N3CCCCN(C(=O)NC(C)C)C[C@@H]23)cc1,15,0,0,-1,-1,-34,-1
Cc1ccc(/C=C/C(=O)NCCc2c[nH]c3ccccc23)o1,x,-16,2,4,5,16,1
O=C(COC(=O)c1ccc(CO)cc1)NCc1cccs1,2,6,-3,4,-3,1,1
CO[C@H]1CN(C)C(=O)c2ccc(NC(=O)c3cc(C)on3)cc2OC[C@@H](C)NC[C@H]1C,-3,-5,-4,2,x,x,-8
COc1cccc(NC(=S)N2CCC(C(=O)c3ccc(F)cc3)CC2)c1,u,-9,4,-11,-3,16,1
CCCNC(=O)N1C[C@@H](O)COC[C@H]2O[C@@H](CC(=O)NCCCN3CCOCC3)CC[C@@H]21,-2,12,-4,2,0,9,11
C=CCc1ccccc1OCCOc1ccc([N+](=O)[O-])cc1/C=N/NC(N)=O,-8,6,-6,-4,-3,12,-5
C/C=C/c1ccc2c(c1)O[C@H](CN(C)Cc1ccccc1F)[C@H](C)CN([C@@H](C)CO)S2(=O)=O,6,7,2,14,0,x,11
COC(=O)C1=C(C)N(C)C(=NCc2ccccc2C(F)(F)F)NC1c1ccc(F)cc1 (centres undefined),9,-10,x,-2,-5,-11,0

# A run of entries taken from the entries so far, for reference:
SMILES,DENV2 CPE rescue,LGR2 antag,ARNT TACC3 PPI,EWS-Fli block,CASP6 VEID inh,PAX8 inh HTS,SIRT5 block
COc1ccccc1S(=O)(=O)N[C@H]1CC[C@@H](CC(=O)N2CCN(C)CC2)O[C@@H]1CO,9,-8,-14,1,-1,2,1
C[C@H]1CN([C@@H](C)CO)C(=O)Cc2cc(NC(=O)Nc3ccc4c(c3)OCO4)ccc2O[C@@H]1CN(C)Cc1ccc(C(=O)O)cc1,x,25,0,5,6,2,-1
COc1ccc(CN(C)C[C@H]2Oc3ccc(NC(=O)CCC(F)(F)F)cc3CC(=O)N([C@H](C)CO)C[C@@H]2C)cc1,5,8,-2,-1,11,9,1
COc1cc(OC)cc(-c2cc3nc(C)c(CCC(=O)O)c(=O)n3[nH]2)c1,0,-6,36,1,0,-8,-5
CC(C)C#Cc1ccc([C@H]2[C@H](CO)N3CCCCN(C(=O)NC(C)C)C[C@@H]23)cc1,15,0,0,-1,-1,-34,-1
Cc1ccc(/C=C/C(=O)NCCc2c[nH]c3ccccc23)o1,x,-16,2,4,5,16,1
O=C(COC(=O)c1ccc(CO)cc1)NCc1cccs1,2,6,-3,4,-3,1,1
CO[C@H]1CN(C)C(=O)c2ccc(NC(=O)c3cc(C)on3)cc2OC[C@@H](C)NC[C@H]1C,-3,-5,-4,2,x,x,-8
COc1cccc(NC(=S)N2CCC(C(=O)c3ccc(F)cc3)CC2)c1,u,-9,4,-11,-3,16,1
CCCNC(=O)N1C[C@@H](O)COC[C@H]2O[C@@H](CC(=O)NCCCN3CCOCC3)CC[C@@H]21,-2,12,-4,2,0,9,11
C=CCc1ccccc1OCCOc1ccc([N+](=O)[O-])cc1/C=N/NC(N)=O,-8,6,-6,-4,-3,12,-5
C/C=C/c1ccc2c(c1)O[C@H](CN(C)Cc1ccccc1F)[C@H](C)CN([C@@H](C)CO)S2(=O)=O,6,7,2,14,0,x,11
COC(=O)C1=C(C)N(C)C(=NCc2ccccc2C(F)(F)F)NC1c1ccc(F)cc1 (centres undefined),9,-10,x,-2,-5,-11,0

# Additional records
SMILES,DENV2 CPE rescue,LGR2 antag,ARNT TACC3 PPI,EWS-Fli block,CASP6 VEID inh,PAX8 inh HTS,SIRT5 block
Cc1ccccc1CCN(CC(=O)NC1CCCCC1)C(=O)c1csnn1,10,14,-3,4,-2,10,-3
CCOP(=O)(OCC)C(Nc1ccccc1)c1ccc2c(c1)OCO2 (centres undefined),-3,8,-19,-3,5,4,2
CCCCNC(=O)C[C@H]1C[C@@]2(C(=O)OC)C(=C[C@H](COCc3ccccc3)O[C@@H]2C)N(CCC2=CCCCC2)C1=O,1,5,x,-3,0,-5,x
CCOc1ccc(OCC(O)CNC2CCN(Cc3ccccc3)CC2)cc1 (centres undefined),x,-5,0,3,x,19,x
C[C@@H]1CN([C@H](C)CO)C(=O)c2cc(Br)cnc2O[C@@H]1CN(C)C(=O)Nc1cccc(F)c1,7&-1,-12&12,-8,6&-5,3&1,-7,-10
C=CCSc1nc(O)c(C2OC(=O)c3c2ccc(OC)c3OC)c(=O)n1-c1ccccc1 (centres undefined),3,-18,0,-5,1,-1,4
CC(C)CC#Cc1ccc2c(c1)O[C@H](CN(C)C(=O)c1ccccn1)[C@H](C)CN([C@@H](C)CO)S2(=O)=O,-10,0,0,4,-1,x,0
COc1ccccc1CNC(=O)c1ccccc1NC(=O)C1=C(C)OCCS1,18,-3,5,x,2,2,0
COCC(C)N=C1NN=C(c2ccc(NC(C)=O)cc2)CS1 (centres undefined),x,-3,7,-30,2,-22,-1
Cc1ccc(/C=C/C(=O)N2CCCC(C(N)=O)C2)o1 (centres undefined),1,13,x,8,-3,-8,2
Clc1ccsc1-c1ccnc(-n2cccc2)n1,0,5,-7,-14,1,24,-4
C[C@@H]1C[C@H]2[C@@H]3C[C@H](F)C4=CC(=O)C=C[C@]4(C)[C@@]3(F)[C@@H](O)C[C@]2(C)[C@@]1(O)C(=O)CO,-8,-10,1,4,x,6,-3
Cc1nnc(SC(C)C(=O)N(C)C2CCCCC2)n1N (centres undefined),4,11,-4,7,0,-1,2
C[C@H](CO)N1C[C@H](C)[C@H](CN(C)C(=O)C2CC2)Oc2cc(-c3cccc(F)c3)ccc2S1(=O)=O,-1,15,-5,-8,-1,12,-2
CCN1CCN(Cc2nc3ccc([N+](=O)[O-])cc3c(=O)n2-c2ccc(OC)cc2OC)CC1,-4,25,x,6,-7,5,2
C#CCOCCOCCOCCNc1nc(N2CCN(C(=O)CCCCCCCCCCNC(=O)Cn3cc(CCCCCN)nn3)CC2)nc(N2CCN(C(=O)CCCCCCCCCCNC(=O)[C@@H](CCSC)n3cc(CCO)nn3)CC2)n1,x,9,x,x,-241,x,-6
CCN(CC)C(=O)NC1CC(=O)N(c2ccc(OC)cc2)C1 (centres undefined),-5,4,5,-4,-1,46,-1
CC1(C)N([O-])c2cc([N+](=O)[O-])ccc2[N+]1=O,-7,x,x,9,38*,-12,2
Cc1cccc(C(=O)N2CCCC(Nc3ccc(C)c(C)c3)C2)n1 (centres undefined),-4,16,3,x,-1,4,0
OC[C@H]1O[C@@H](c2nc(-c3ccc(CN4CCOCC4)cc3)no2)[C@H](O)[C@@H](O)[C@H]1O,2,0,x,3,x,-3,-1
CNC(=S)NN=C(C)c1ccc(OC)cc1O,2,-6,25,1,-2,-2,3
Cc1nc2c(C)cccn2c1/C(O)=C1\C(=O)C(=O)N(CCN(C)C)C1c1ccncc1 (centres undefined),-2,3,-2,6,-14,x,-1
CC(=O)N1c2ccc(S(=O)(=O)N(C)CC(=O)NCc3ccc(C)cc3)cc2CC1C (centres undefined),11,-12,x,x,72*,5,5
COc1ccccc1CN1CC[C@@H]2[C@H]1c1cc(-c3cccc(F)c3)ccc1N[C@@H]2CO,-25,-19,8,-14,x,-6,x
Cc1ccc(S(=O)(=O)N2c3ccc(S(N)(=O)=O)cc3CC2C)cc1 (centres undefined),-3,x,x,-1,1,6,-1
COc1cc2c(cc1OC)CN(CC(=O)Nc1ccc(C)cc1)CC2,8,-7,-19,-2,18,x,0
CCOc1ccc(CCNC(=O)COC(=O)c2oc3ccccc3c2COC)cc1OCC,1,x,-8,8,4,-4,12
CCC(C(=O)NC1CCCC1)N(Cc1ccco1)C(=O)CNS(=O)(=O)c1ccccc1 (centres undefined),-6,8,-2,-5,2,15,0
O=C(N/N=C/C=C/c1ccccc1[N+](=O)[O-])c1cccs1,-3,-12,-4,-14,-4,-1,4
Cc1c(C(=O)/C=C/N(C)C)nnn1-c1ccc(Cl)cc1C#N,-1,x,-2,8,3,4,8
CC(=O)c1cccc(NC(=O)CSc2n[nH]c(-c3ccncc3)n2)c1,-4,5,-6,1,0,-10,-1
O=C(CN1CCOCC1)N[C@H]1CC[C@H](CCNC(=O)C2CCC2)O[C@@H]1CO,1,9,0,8,-1,-3,4
O=C(O)c1ccc(Nc2nc3ccccc3nc2NS(=O)(=O)c2ccc(F)cc2)cc1,-4,2,-31,-4,2,-4,4
O=C(NC(=S)Nc1ccc(Cl)c(C(=O)O)c1)c1ccco1,12,9,-2,x,10,10,0
CCOc1ccc(S(=O)(=O)NCC2CCCO2)c2ccccc12 (centres undefined),-1,x,-1,-1,1,0,1
CCOC(=O)c1[nH]c(=O)[nH]c1CN(Cc1ccco1)Cc1[nH]c(=O)[nH]c1C(=O)OCC,5,5,-1,-1,-3,-12,-2
COc1cc2[nH]c(=S)nc(NCc3cccs3)c2cc1OC,x,-3,15,12,5,0,-4
CCc1nc2ccc(C(=O)N(C)CCN(C)C)cn2c1N(CC)C(=O)NCCc1ccccc1,8,-19,x,-8,-21,-11,5
CC(C)=C1C2CCC1C1C(=O)N(CCc3ccccc3)C(=O)C21 (centres undefined),x,-5,x,-14,x,-3,x
